# Screening results as filed in PubChem.
# E-selectin induc: E-selectin induction on HUVECs | P16581 | HUVEC E-selectin immunofluorescence imaging; normalized: neutral wells 0, TNF-alpha wells 100 | activation, % at 7.58 µM | 0.37% of 260,000 active | AID 686992;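 active = mean E-selectin-positive cell signal at least 10% of the positive control, reached in at least 60% of replicates, without over 20% cell loss; inconclusive = no rule given, readout overlaps actives, possibly toxicity-flagged; inactive = the rest, including those meeting only one limit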;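 also: in these data hits start at about 27%; measured in HUVEC primary endothelial cells; signal is the percent of cells scored E-selectin positive by PE staining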
# Target sequence (P16581 whole entry, looked up): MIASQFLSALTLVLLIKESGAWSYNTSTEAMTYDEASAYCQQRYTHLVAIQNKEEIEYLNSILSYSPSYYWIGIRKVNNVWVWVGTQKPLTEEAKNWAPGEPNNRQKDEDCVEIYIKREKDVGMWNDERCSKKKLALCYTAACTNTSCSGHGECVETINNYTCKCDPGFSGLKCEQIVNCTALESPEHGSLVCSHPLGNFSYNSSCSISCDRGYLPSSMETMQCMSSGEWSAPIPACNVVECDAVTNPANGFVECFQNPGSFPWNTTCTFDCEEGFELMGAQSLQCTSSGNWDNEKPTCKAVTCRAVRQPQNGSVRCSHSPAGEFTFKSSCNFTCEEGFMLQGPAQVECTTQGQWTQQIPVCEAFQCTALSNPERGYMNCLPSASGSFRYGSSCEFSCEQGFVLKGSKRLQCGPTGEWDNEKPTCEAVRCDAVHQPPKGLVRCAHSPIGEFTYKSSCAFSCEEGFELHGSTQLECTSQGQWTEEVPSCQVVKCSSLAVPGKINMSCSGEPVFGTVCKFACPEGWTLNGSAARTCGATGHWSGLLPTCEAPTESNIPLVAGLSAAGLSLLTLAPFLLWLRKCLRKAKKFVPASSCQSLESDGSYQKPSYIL
#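 Assay system: HUVEC, human umbilical vein endothelial cells / Amount: 3,000 HUVEC/well / Controls: TNF-alpha positive control, DMSO neutral control / Compound dosing: single concentration / Medium: EGM-2 over gelatin coat / Evaluation: percent E-selectin-positive cells / Signal: immunofluorescence imaging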
# ERp5 block: ERp5 (human) disulfide isomerase inhibition | AID 651711 | Q15084 | inhibition, % at 9.99 µM | 0.05% of 350,000 active | ERp5 insulin aggregation, absorbance 650 nm, 90 min;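 active = mean replicate inhibition above about 25%, with every replicate also reaching it, limit read from the data, passing the limit was not always enough; inconclusive = only one of those two criteria met; inactive = neither criterion met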
# S100A4 MyoIIA: blocks human S100A4 binding to myosin IIA peptide | P26447 | S100A4/TAMRA-MyoIIA peptide fluorescence polarization | 0.14% of 360,000 active | inhibition, % at 10.7 µM;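 active = mean inhibition of at least 70% across replicates, with every replicate also reaching that level; inconclusive = mean inhibition reaches 70% but some replicates fall short; inactive = mean inhibition below 70%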
# Target sequence (P26447 whole entry, looked up): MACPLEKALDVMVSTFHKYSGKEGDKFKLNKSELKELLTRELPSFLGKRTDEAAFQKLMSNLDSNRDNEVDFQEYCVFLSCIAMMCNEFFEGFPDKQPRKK
#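 Assay system: human S100A4 monomer with TAMRA-labelled myosin IIA peptide / Buffer or medium: Calcium-containing HEPES buffer, pH 7.2 / Reagent: TAMRA-labelled myosin IIA heavy-chain peptide probe, 5 nM / Compound: one dose per compound / Timing: polarization read 5 min after assay mix addition, stable 5–60 min / Benchmarks: neutral control DMSO, positive control TFP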
# PglD DTNB: inhibitors of Campylobacter jejuni PglD acetyltransferase; inhibition, % at 12.5 µM; purified PglD enzyme, DTNB colorimetric CoA detection; AID 602405; 0.098% of 360,000 active; in the data active = inhibition above about 16%, passing the limit was not always enough; inconclusive = no clear call, values can overlap the other calls; also: strong numbers were not always called active
# C2C12 statin: suppressors of simvastatin-induced myotoxicity in C2C12 myotubes; ATP luminescence, 48 h; scaled: DMSO 0, geranylgeraniol control 100; rescue of ATP level, % at 7.49 µM; 0.78% of 330,000 active;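 active = mean ATP rescue above about 67%, or every replicate alone reaching that limit, limit read from the data, passing the limit was not always enough; inconclusive = no clear call, values can overlap the other calls; inactive = mean under the limit and some replicate under it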;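 also: myotubes were challenged with 10 µM simvastatin during compound exposure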
# SIRT5 inh: sirtuin-5 (human) deacylase inhibition; Purified SirT5, succinyl-peptide AMC, trypsin-coupled fluorescence; AID 652115; inhibition, % at 15 µM; Q9NXA8; 1.1% of 330,000 active; in the data active = inhibition above about 15%; inconclusive = no clear call, values can overlap the other calls
# Target sequence (Q9NXA8 whole entry, looked up): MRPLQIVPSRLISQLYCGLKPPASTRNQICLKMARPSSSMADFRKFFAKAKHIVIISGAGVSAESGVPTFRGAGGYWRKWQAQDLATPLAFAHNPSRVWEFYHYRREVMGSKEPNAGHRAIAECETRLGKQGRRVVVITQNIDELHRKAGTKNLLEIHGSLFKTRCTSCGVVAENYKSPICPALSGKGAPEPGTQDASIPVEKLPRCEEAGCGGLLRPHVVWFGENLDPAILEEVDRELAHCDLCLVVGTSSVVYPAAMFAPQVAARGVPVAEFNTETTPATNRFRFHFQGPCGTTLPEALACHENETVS
# DENV2 CPE: DENV2-induced cell death inhibition | CPE inhibition, % at 9.99 µM | DENV2-infected cells, cytopathic effect rescue, plate reader | 1.7% of 350,000 active; in the data active = CPE inhibition above about 20%, passing the limit was not always enough; inconclusive = no clear call, values can overlap the other calls; tested in BHK-21 cells;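 also: 0% = median of neutral control wells and 100% = median of positive control wells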
# * hit, by the source's call; ? = inconclusive; / = no result given. These rows are one share of the data; rates above refer to the full screens.
SMILES,E-selectin induc,ERp5 block,S100A4 MyoIIA,PglD DTNB,C2C12 statin,SIRT5 inh,DENV2 CPE
O=C(C[C@@H]1CC[C@@H](NS(=O)(=O)c2ccc(F)cc2)[C@@H](CO)O1)NC1CCC1,-0.6,12,-1,-4,8,1,10
O=C(N[C@H]1CC[C@H](CC(=O)N2CCN(c3ccccc3)CC2)O[C@@H]1CO)c1ccccc1,-0.3,-1,7,-1,-24,0,6
CN(C)CCCN(C(=O)c1ccco1)c1nc2cc3c(cc2s1)OCO3,-0.7,0,-1,4,-9,8,?
COc1ccccc1-c1nnc(SCC(=O)c2c(N)n(C3CC3)c(=O)[nH]c2=O)n1C,-0.2,7,0,-1,6,8,2
COc1ccc(/C=C/C(=O)Nc2sc3c(c2C(=O)NCc2cccnc2)CCCC3)cc1,/,-6,-7,-2,-3,-5,/
COc1ccc(Cn2c(=O)[nH]c3cc(C(=O)NCCCOC(C)C)ccc3c2=O)cc1,-0.2,1,-4,1,5,5,2
COc1ccc(CCN(C)C(=O)CCCN2C(=O)c3cccc4cccc(c34)C2=O)cc1OC,-0.1,7,-18,-1,/,-1,-1
Cc1cc(C(=O)N2CCC2(C)C(=O)NCc2cccc3ccccc23)nn1C (stereo not drawn),0.3,3,-2,-3,-8,/,4
CCOc1ccc(-n2nc3c(=O)n(CCN4CCCCC4)nc(C)c3c2C)cc1,-0.4,6,3,/,/,-1,6
CC1Oc2ccccc2N(CC(=O)Nc2ccc(F)cc2)C1=O (stereo not drawn),-0.2,-5,-8,-2,14,0,-13
Cc1ccc(S(=O)(=O)N2CCN(C(=O)CC(C)n3cncn3)CC2)cc1C (stereo not drawn),0.0,2,-2,-4,-5,-1,3
COCCNC(=O)c1ccc2c(c1)S(=O)(=O)c1ccccc1C2=O,0.0,-1,27,5,-17,/,-12
CCC(O)C(C)(C)C (stereo not drawn),/,3,3,5,0,/,-10
Cc1ccc(S(=O)(=O)N(C)C[C@H]2Oc3ccc(NC(=O)NC(C)C)cc3CC(=O)N([C@@H](C)CO)C[C@H]2C)cc1,0.8,-1,8,-1,-13,2,-21
Cc1ccc(C(=O)Nc2nnc(C3=COCCO3)o2)cc1C,-0.2,1,3,2,-8,3,0
N#Cc1c(N2CCSCC2)nsc1-c1ccccc1Cl,0.7,-2,-1,-3,1,-3,0
C[C@H]1CN([C@@H](C)CO)C(=O)Cc2cc(NC(=O)C3CCCCC3)ccc2O[C@@H]1CN(C)Cc1ccc(-c2ccccc2)cc1,-0.6,0,4,-1,23,-4,?
COc1cccc2c(=O)n(CC(=O)N3CCN(c4ccccc4)CC3)ccc12,0.9,2,1,-1,2,-1,19
CCOc1ccc(S(=O)(=O)N2CCCC(C(=O)N3CCN(c4ccccc4)CC3)C2)cc1 (stereo not drawn),/,5,-1,0,/,2,8
C[C@H](NC(=O)c1ccccc1Cl)C(=O)OCCOc1ccc(Cl)cc1,-0.1,2,5,6,-3,-4,11
C[C@@H]1Cn2cnc(C(=O)N[C@@H](C)C(=O)OC(C)(C)C)c2C(=O)N1,-0.1,-5,-11,-2,-6,-7,-5
CC(=O)Nc1ccc(S(=O)(=O)N2CCC(C(=O)O)CC2)cc1,/,-1,5,-3,7,-1,2
O=[N+]([O-])c1ccc(S(=O)(=O)N/N=C/c2ccsc2)cc1,-0.1,9,-12,-1,10,3,-1
COCCCN(Cc1ccco1)C(=O)Cn1ncc2c([nH]c3ccccc32)c1=O,/,2,13,-1,-10,-1,25*
CO[C@H]1CN(C)C(=O)c2cc(NC(=O)c3cc(C)on3)ccc2OC[C@@H](C)N(C)C[C@H]1C,-0.1,-1,11,-1,13,-3,-6
N#CCC(=O)Nc1ccc(C(=O)OCC(=O)NNC(=O)c2cccs2)cc1,/,-1,-5,1,-2,-1,-2
N#CCCn1c(SCC(=O)Nc2ccc(N3CCOCC3)cc2)nc2ccccc21,/,1,-2,/,/,-1,-1
C[C@H](CO)N1C[C@H](C)[C@@H](CN(C)Cc2cccnc2)Oc2ncc(C#CC3CCCCC3)cc2C1=O,/,-2,-6,1,24,1,1
CC(=O)N1CCN(C(=O)c2cccc(S(=O)(=O)N3CCN(c4ccc(F)cc4)CC3)c2)CC1,/,-1,-3,/,/,-3,7
CN(CC(=O)Nc1ccc(S(=O)(=O)N2CCOCC2)cc1)Cc1ccc(F)cc1,-0.1,1,-2,3,-5,-2,-4
COc1ccc(NC(=O)Nc2cccc3c2O[C@@H](CN(C)S(=O)(=O)c2ccccc2)[C@@H](C)CN([C@@H](C)CO)C3=O)cc1,-0.8,-5,-4,0,-1,4,-7
CN(C)c1nc(N)nc2c1ncn2C1OC(CO)CC1O (stereo not drawn),0.0,4,2,-2,-4,/,7
Oc1ccc(Cl)cc1/C=C/c1ccc2cccc(O)c2n1,/,7,-3,/,/,1,-6
COc1cc(C)c2c(c1C=O)Oc1c(c(C)c(O)c3c1C(O)OC3=O)OC2=O (stereo not drawn),/,-10,-14,5,6,/,-2
Cc1ccc(NC(=O)Cn2c(=O)ccn(Cc3ccccc3)c2=O)cc1S(=O)(=O)N1CCOCC1,-0.5,-4,-6,3,30,1,-5
CC(=O)N(c1nc(CCl)cs1)c1cccc(C)c1C,2.1,10,2,-2,0,-6,5
CCCCN(C)S(=O)(=O)c1cc2c3c(c1)CCC(=O)N3CCC2,/,8,-2,2,3,-3,-5
COc1cc2c(Cc3ccccc3)cncc2cc1O,7.5,-13,20,-4,-3,-2,11
c1ccc(C(c2ccccn2)c2ccccn2)cc1,-1.5,-4,-12,/,/,-5,?
CC1CN(CC(=O)NCc2ccc(Cl)cc2)CC(C)O1 (stereo not drawn),/,-4,6,-7,-11,0,7
CCC(=O)N1CCN=C1SCc1c(F)cccc1Cl,/,5,-2,/,-5,0,2
C[C@@H]1CN([C@H](C)CO)C(=O)c2cc(C3=CCCCC3)cnc2O[C@H]1CN(C)Cc1ccccc1F,0.8,6,-31,-2,-2,3,-11
O=C(c1ccc(Cl)cc1)c1ccccc1C(=O)N1CCOCC1,/,-5,5,/,/,7,13
CC(=O)N(C)C[C@@H]1Oc2ncc(C#Cc3ccncc3)cc2C(=O)N([C@H](C)CO)C[C@@H]1C,-0.2,3,6,-40,8,2,18
CN1CCN(c2nc(-c3ccccc3)nc(-c3ccc(F)cc3)c2C#N)CC1,/,-2,1,/,/,-2,6
CCOC(=O)CC(=O)NC1(Cc2ccc(O)cc2)CCCCC1,/,5,-19,-1,4,1,-2
COc1ccc(N(C(=O)C2CCCCC2)S(=O)(=O)c2cccc3cccnc23)cc1,-0.8,-6,-3,-8,-1,-5,8
O=C(c1ccccc1)c1ccc(C(=O)N2CCCC(C(F)(F)F)C2)cc1 (stereo not drawn),-0.2,2,-4,/,/,0,-8
COc1cc(/C=N/NC(=O)C2CCN(CC(O)COCc3ccccc3)CC2)ccc1O (stereo not drawn),/,3,-2,/,/,-1,6
CCOC(=O)[C@]12CCCC=C1N(Cc1ccccc1)C(=O)[C@H](CC(=O)NCC1CCCCC1)C2,0.6,4,0,/,/,3,3
O=C(NCCN1CCN(C(=O)c2ccc(F)cc2)CC1)C(=O)NCc1ccccc1,0.0,-1,-2,-7,-7,-1,7
Cc1cc(NC(=O)NCc2ccccc2)c(=O)n(Cc2ccc(F)cc2)c1,-0.1,0,-7,-5,-8,-4,-3
CC=Cc1ccc2n(c1=O)C[C@H]1[C@H](CO)[C@@H](C(=O)NCCc3ccncc3)[C@@H]2N1CCc1ccccc1 (mixture of isomers),0.2,3,8,/,/,-7,-4
Cc1cc(NC(=O)CSc2nncn2N)no1,-0.1,0,-8,/,/,-6,1
COC(=O)c1cc(Cl)cc2c(CCO)c[nH]c12,0.1,-1,11,3,9,-1,-2
Cc1cc(C)c2ccc(/C=N/O)nc2c1O,0.1,-3,-4,0,1,2,?
COc1cc(C(=O)NNc2nc3cc4c(cc3s2)OCO4)cc(OC)c1OC,108*,1,-2,3,-1,-4,-5
CC(=O)N(c1cc(C)ccc1C)c1ccccc1[N+](=O)[O-],0.3,0,0,3,3,/,9
COCC#Cc1ccc([C@H]2[C@H]3CN(S(=O)(=O)c4ccccc4F)CCCCN3[C@H]2CO)cc1,-0.4,-1,-1,-3,-41,3,-2
C[C@@H]1CCCCO[C@H](CN(C)C(=O)CCCN(C)C)[C@@H](C)CN([C@H](C)CO)C(=O)c2cc(NC(=O)NC3CCCCC3)ccc2O1,-0.2,-4,36,0,/,3,6

# Later entries.
SMILES,E-selectin induc,ERp5 block,S100A4 MyoIIA,PglD DTNB,C2C12 statin,SIRT5 inh,DENV2 CPE
CCO/C(C)=N/Oc1cncnc1,-0.2,7,2,-3,-9,2,-12
CCCCCCCCN1C(=O)[C@@H](CC(=O)N2CCCC2)C[C@@]2(C(=O)OC)C1=C[C@H](C(C)(C)C)O[C@@H]2C,-0.3,-5,2,/,/,/,12
OC[C@@H]1[C@@H](c2ccc(C#Cc3cccnc3)cc2)[C@@H]2CN(Cc3ccccc3F)CCCCN12,-0.4,-3,13,-1,20,3,4
COC(=O)C1=C(C)N(C)C(=NCc2cccc(C(F)(F)F)c2)NC1c1ccccc1 (stereo not drawn),0.2,0,-3,/,/,/,-2
CCCNC(=O)[C@H]1[C@H](CO)[C@H]2Cn3c(ccc(-c4ccc(OC)cc4)c3=O)[C@H]2N1CC,-0.1,1,14,/,/,-16,10
O=C(COC(=O)CCc1ccc(S(=O)(=O)N2CCOCC2)cc1)NC(=O)NC1CCCCC1,/,2,-2,/,/,-7,-6
O=C(Nc1cccnc1)Nc1cccc(F)c1,/,-1,14,3,-2,-1,-6
O=C(Cn1c(CN2CCCCC2)nc2ccccc2c1=O)NC1CCCCC1,/,-5,3,1,-24,1,0
Nc1nc(-c2cc(O)ccc2[N+](=O)[O-])cc(-c2ccccc2)c1[N+](=O)[O-],/,3,7,-3,19,0,9
Cc1cc(C)cc(NS(=O)(=O)c2ccc3c(c2)C(C)(C)C(=O)N3C)c1,-0.1,0,22,2,13,/,0
COc1cc(OC)c(NC(=S)NCc2ccccc2)cc1Cl,-0.8,2,6,4,5,1,4
C[C@@H]1CN([C@@H](C)CO)C(=O)c2cc(NC(=O)Nc3ccc4c(c3)OCO4)ccc2O[C@@H](C)CCCCO[C@@H]1CN(C)C(=O)CCCN(C)C,0.0,/,/,-2,/,/,0
O=C(Nc1cccc2c1C(=O)NC2=O)c1cccc(N2C(=O)CCC2=O)c1,/,3,0,/,/,-9,7
COc1ccccc1C(=O)NNC(=O)C(=O)NCc1ccccc1,/,3,3,-8,8,-1,4
Cc1cc(S(=O)(=O)Nc2ccc(C(=O)NCCN3CCOCC3)cc2)ccc1F,-0.2,4,0,-1,-9,/,-8
C[C@H]1CN([C@@H](C)CO)C(=O)Cc2cc(NS(C)(=O)=O)ccc2O[C@H]1CN(C)Cc1ccccc1,0.2,3,3,4,15,4,16
Cc1ccc(-n2c(C)nn(Cc3ccc([N+](=O)[O-])cc3)c2=O)cc1,/,7,-1,/,/,0,1
CCc1ccc(NC(=O)CSc2nnc(Cc3cccn3C)n2-c2ccc(OC)cc2)cc1,0.5,-6,16,4,-5,-2,12
